Insulin prom inh: TRM-6 insulin promoter activity inhibition. 130,000 tested, 0.9% active. inhibition, % at 2 µM. TRM-6 cells (human fetal islet line), insulin promoter-eGFP reporter, imaging; reporter expression induced with tamoxifen;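 active means inhibition above the mean plus 3 SD, with well images judged a real hit on visual review, cut at about 60% in these data, passing the limit was not always enough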
SDO1 yeast rescue: compounds rescuing growth of sdo1-depleted yeast, bone marrow failure model. 140,000 tested, 0.21% active. AID 817. z-score at 10 µM. S. cerevisiae sdo1-depleted JHY4D growth rescue, OD600 30 h; hits give high values; pdr5 snq2 efflux-pump mutant strain;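 active means z-score above 3 at both the 24 hr and the 30 hr optical density reads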;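 further: z-score against mean and SD of all compound wells on the same plate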
SDO1 yeast rescue Rescue 24 h: second read-out of SDO1 yeast rescue, no call of its own (marks repeat the call); z-score; S. cerevisiae sdo1-depleted JHY4D growth rescue, OD600; measured here: growth rescue at 24 h;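 0 is the plate mean of compound wells and units are plate SD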
The depositor's hits bear a star; . = no result given.

Insulin prom inh	SDO1 yeast rescue	canonical_smiles	SDO1 yeast rescue Rescue 24 h
47.6	.	COc1cc(Br)cc2cc(C(=O)OC3CCN(C)CC3)c(=O)oc12	.
-4.0	1.99	O=C(CSc1nnc(SCc2ccc(Cl)cc2)s1)N/N=C/c1c[nH]c2ccccc12	2.09
-3.6	-0.86	CCCCCCCCCS(=O)(=O)N/N=C/c1cccc([N+](=O)[O-])c1	0.29
-7.7	-1.25	Cc1ccc(C)c(/C=N/NC(=S)NC(C)C)c1	0.46
.	-0.31	COc1ccc(OC)c(-c2c[n+](=O)c3c(n2[O-])CCCC3)c1	-1.14
25.0	0.41	O=C(CSc1nc2c(sc3ccccc32)c(=O)n1CCO)NCc1ccco1	-0.23
24.1	0.6	O=C(NCCc1c[nH]c2ccccc12)C(=O)NCC(c1ccco1)N1CCN(c2ccccc2F)CC1 (stereo not given)	1.64
-37.8	0.09	CCC(C)(C)n1nnnc1C(c1ccc(OC)c(OC)c1)N1CCN(c2ccc(F)cc2)CC1 (stereo not given)	0.43
-11.8	.	COc1ccc(Cc2[nH]n3c(=O)cc(C)nc3c2-c2ccccc2)cc1	.
21.1	0.24	Cc1ccccc1NC(=O)Cn1nc(C(F)(F)F)cc1C1CC1	-0.11
6.2	-0.24	COCC(C)n1c(C)cc(C(=O)COc2ccc(S(=O)(=O)N3CCOCC3)cc2Cl)c1C (stereo not given)	-0.57
30.0	1.07	CCCn1cnc2cc(NCc3cccc(OC)c3)ccc21	0.37
-13.3	-0.73	Cn1c(SCc2nc3ccccc3c(=O)[nH]2)nnc1-c1ccco1	-0.63
-15.6	0.3	CCCn1c(=O)[nH]c2ccccc21	-0.02
-9.8	-0.15	CCN(CC)c1ccc(/C=N/N2C(=O)c3ccccc3C2=O)cc1	-0.07
0.0	.	CCN(C(=O)CSc1nnc(-c2ccccc2Br)o1)C1CCS(=O)(=O)C1 (stereo not given)	.
43.3	-0.28	O=C1c2ccccc2-c2nnc(-c3ccccc3)cc21	-0.65
51.4	0.38	COc1ccc(NC(=O)COC(=O)C23CCC(=O)N2c2ccccc2S3)cc1 (stereo not given)	-0.61
.	-1.1	COc1ccc(-c2nnc3sc(COc4ccc(C)cc4)nn23)cc1	0.26
-53.3	.	CCOC(=O)c1c(NC(=O)CC2SC(N)=NC2=O)sc(C)c1C (stereo not given)	.
-178.6	0.1	O=C(CCCN1C(=O)CCC1=O)Nc1ccccc1F	-0.55
25.0	2.03	O=C(Nc1ccc2c(c1)OCO2)c1c(F)cccc1F	1.61
68.4	0.1	O=C(O)C1C2C=CC(C3CC23)C1C(=O)NCCc1ccccc1 (stereo not given)	0.34
-26.3	0.62	Cc1ccc(N2CC(C(=O)Nc3cc(C)ccc3F)CC2=O)cc1 (stereo not given)	0.76
.	-0.4	CCCOc1ccc(S(=O)(=O)NCc2ccc(OC)cc2)cc1	-0.4
-16.1	-0.2	Cc1cc(NC(=O)c2ccccc2)sc1C	-0.43
.	-0.59	COc1ccc(CCNC(=O)C2CCN(S(=O)(=O)c3cnc[nH]3)CC2)cc1OC	-0.21
.	1.28	COC(=O)c1ccc(OCC(O)CN2CCC(C)CC2)cc1 (stereo not given)	1.37
.	-0.91	CCCOc1cc(N(CC)CC)ccc1/C=C(/C#N)c1nc2ccc(C)cc2[nH]1	-0.18
.	-0.69	O=C(Nc1ccc(S(=O)(=O)N2CCC(C(=O)NC3CCCCC3)CC2)cc1)c1ccco1	-0.35

Part of the list above, set out differently.
Cc1cc(NC(=O)c2ccccc2)sc1C
- Insulin prom inh: -16.1
- SDO1 yeast rescue: -0.2
- SDO1 yeast rescue Rescue 24 h: -0.43

COc1ccc(CCNC(=O)C2CCN(S(=O)(=O)c3cnc[nH]3)CC2)cc1OC
- Insulin prom inh: .
- SDO1 yeast rescue: -0.59
- SDO1 yeast rescue Rescue 24 h: -0.21

COC(=O)c1ccc(OCC(O)CN2CCC(C)CC2)cc1 (stereo not given)
- Insulin prom inh: .
- SDO1 yeast rescue: 1.28
- SDO1 yeast rescue Rescue 24 h: 1.37

CCCOc1cc(N(CC)CC)ccc1/C=C(/C#N)c1nc2ccc(C)cc2[nH]1
- Insulin prom inh: .
- SDO1 yeast rescue: -0.91
- SDO1 yeast rescue Rescue 24 h: -0.18

The listing continues.
Insulin prom inh	SDO1 yeast rescue	canonical_smiles	SDO1 yeast rescue Rescue 24 h
-50.0	.	CCCCC/C(=N\NC(=O)Nc1ccccc1)c1ccccc1	.
21.4	0.72	O=C(CN1C(=O)NC2(CCCc3ccccc32)C1=O)N1CCc2ccccc2C1 (stereo not given)	0.26
-63.6	0.13	CCN(CC)CCNc1ccnc2cc(Cl)ccc12	0.4
38.5	-0.65	O=C(Nc1nnc(C2CC2)s1)c1cc([N+](=O)[O-])ccc1N1CCCCC1	-0.3
5.9	-0.17	CC1CCN(S(=O)(=O)c2ccc(NC(=O)Cn3nnc(-c4ccccc4F)n3)cc2)CC1	-0.48
35.7	.	COc1cccc(NC(=S)N2CCN(c3ccc([N+](=O)[O-])cc3)CC2)c1	.
-110.0	-0.06	CCn1c(CNc2ccc(C)cc2)nnc1SCC(=O)NCc1ccccc1	0.39
-6.2	1.82	COC(=O)C(O)(CC(=O)c1ccc(OC)cc1)C(F)(F)F (stereo not given)	1.65
17.9	-1.22	CCOC(=O)c1c(C(F)(F)C(F)(F)C(F)(F)C(F)(F)F)n[nH]c1C	-0.28
28.9	-0.05	CC(C)OCCCNC(=O)c1cccc(NC(=O)c2ccccc2)c1	-0.9

Overlap with the part before: 2 compounds, then new ones.
Insulin prom inh	SDO1 yeast rescue	canonical_smiles	SDO1 yeast rescue Rescue 24 h
17.9	-1.22	CCOC(=O)c1c(C(F)(F)C(F)(F)C(F)(F)C(F)(F)F)n[nH]c1C	-0.28
28.9	-0.05	CC(C)OCCCNC(=O)c1cccc(NC(=O)c2ccccc2)c1	-0.9
-13.3	.	CCOC(=O)CCn1nc(-c2ccc(C)cc2)c2ccccc2c1=O	.
-38.5	.	CC1Cc2ccccc2N1C(=O)CSc1ncccc1C(=O)O (stereo not given)	.
.	0.49	O=C(Nc1ccccc1)NC1(C(=O)NCCCN2CCOCC2)CCCCC1	-0.02
2.9	0.69	c1ccc(CNc2ccc3c(c2)ncn3C2CCCCC2)nc1	0.8
-16.7	0.67	CCCn1c(SCC(=O)Nc2nonc2C)nnc1-c1ccoc1C	0.66
-14.3	-0.85	O=C(Cc1cccc2ccccc12)N/N=C1\CCCc2ccccc21	0.69
-22.7	-1.71	c1ccc(CSc2nnc(-c3cccs3)n2Cc2ccco2)cc1	-0.7
18.2	0.7	CC(C)(C)NC(=O)NC(=O)COC(=O)Cn1c(C(F)(F)F)nc2ccccc21	0.37
.	-0.61	CCC(C)c1ccc(NC(=O)COc2c(F)c(F)c(C(F)(F)F)c(F)c2F)cc1 (stereo not given)	-0.3
-69.2	1.2	CCN(CC)CCOC(=O)/C=C/c1ccccc1OC	0.51
2.4	1.58	COc1ncnc2c1NC1=C(S2)C(=NCCC(=O)O)CC(C)(C)C1	0.87
18.6	0.61	Cc1ccc(C)c(N2CCN(C(=O)C3CCCN(S(=O)(=O)c4c(C)[nH]c(=O)[nH]c4=O)C3)CC2)c1 (stereo not given)	-0.61
.	0.25	COC(=O)CSc1nc2ccc(NC(=O)c3ccccc3C(=O)N3CCOCC3)cc2s1	-0.06
27.9	0.18	CCC(=O)NC(=S)Nc1ccccc1F	-0.03
-20.0	-0.56	CCOc1ccc(NS(=O)(=O)c2ccc(NC(=S)NC(=O)C(C)C)cc2)cc1	-0.11
40.9	-0.84	COc1ccc(-n2nc(C(=O)NCC(=O)NCc3ccc(F)cc3)c3ccccc3c2=O)c(OC)c1	0.85
0.0	0.54	CCOC(=O)C(C)c1n[nH]c(=O)c2ccccc12 (stereo not given)	0.81
-43.8	1.07	O=C1NC(c2cccs2)C(C(=O)c2ccccc2)C(O)(C(F)(F)F)N1 (stereo not given)	0.37
10.8	-1.32	O=C(NC1CCCC1)C(c1ccc(F)cc1)N(Cc1ccc(F)cc1)C(=O)CCl (stereo not given)	-0.99
3.3	0.85	COC(=O)C1=NN(c2ccc(Cl)cc2)C2C(=O)N(c3ccccc3OC)C(=O)C12 (stereo not given)	1.03
25.0	.	COc1ccc(CN(C)CC(=O)NC(C)c2ccccc2)cc1OC (stereo not given)	.
-75.9	1.18	COc1ccc(CCNCCC(=O)Nc2c(C)cc(C)cc2C)cc1OC	0.87
-140.0	0.52	CS(=O)(=O)N(CCc1ccccc1)CC(=O)NCc1cccnc1	-0.18
70.4	1.04	CCOC(=O)c1cc(OC(=O)c2cccs2)n(-c2ccccc2)n1	0.81
-287.5	-0.41	O=C(c1ccco1)N1CCN(C(=O)c2ccccc2Oc2ccccc2)CC1	-0.6
-158.3	0.39	COc1ccc2c(C)nc(Nc3nc(C)cc(C)n3)nc2c1	-0.01
.	0	CSc1cc(/C=N/O)c(SC)s1	-0.14
33.3	.	CC(C(=O)Nc1nc2ccccc2s1)n1cc([N+](=O)[O-])cn1 (stereo not given)	.
-15.0	0.03	C/C(CCC(=O)OC[C@H]1O[C@H](C#Cc2ccccc2)C=C[C@@H]1Oc1ccc(C)cc1)=N\O[C@@H](C)CN1CCCCc2nc(C)c(C)cc21	-0.34
12.9	1.28	Cc1cc(O)cc(O)c1C(=O)Cc1cscn1	1.51

The list goes on; it opens with the four that closed the last part.
Insulin prom inh	SDO1 yeast rescue	canonical_smiles	SDO1 yeast rescue Rescue 24 h
.	0	CSc1cc(/C=N/O)c(SC)s1	-0.14
33.3	.	CC(C(=O)Nc1nc2ccccc2s1)n1cc([N+](=O)[O-])cn1 (stereo not given)	.
-15.0	0.03	C/C(CCC(=O)OC[C@H]1O[C@H](C#Cc2ccccc2)C=C[C@@H]1Oc1ccc(C)cc1)=N\O[C@@H](C)CN1CCCCc2nc(C)c(C)cc21	-0.34
12.9	1.28	Cc1cc(O)cc(O)c1C(=O)Cc1cscn1	1.51
-13.2	0.31	CCN(CC)C(=O)CSc1nc2ccc(NC(=O)CSc3nccn3C)cc2s1	0.66
-20.0	-0.16	Cc1ccc(N2C(=O)C3C4C=CC(C4)C3C2=O)cc1C (stereo not given)	-1.08
24.1	0.26	CC(=O)c1ccc(N2CCN(C(=O)C3CCC3)CC2)cc1	0.18
14.3	0.48	CC(=O)Nc1c(C(=O)NCc2ccccc2)nnn1Cc1ccccc1	0.31
-36.1	1.41	Cc1cc(=O)oc2cc(OCC(=O)NCc3ccccn3)ccc12	2.31
.	0.02	Nc1nnc(CC(=O)N/N=C/c2ccc(-c3ccccc3)o2)s1	-0.27
-4.8	0.13	CCCNC(=O)OC[C@H]1O[C@H](CCO/N=C/[C@@H](NS(=O)(=O)c2ccc(C)cc2)[C@H](C)/C=C/CC(=O)OC)C=C[C@@H]1Oc1ccc(OC)cc1	0.52
.	-1.32	COc1ccc(-c2cn3c(C)c(C(=O)N4CCN(c5ccc(F)cc5)CC4)sc3n2)cc1	-0.45
-16.1	-2.03	CC(=O)N(Cc1ccc(F)cc1)C1=C(NCCc2ccccc2)C(=O)c2ccccc2C1=O	-0.73
-64.3	-0.86	O=C(CN1CCN(S(=O)(=O)c2ccccc2)CC1)Nc1ccc2c(c1)CCC2	-0.46
23.8	0.16	CC1(C)OC(=O)C(=CNc2ccccc2F)C(=O)O1	-0.82
.	-2.68	Cc1ccc(OCCN2CCN(c3ncnc4sc(C)c(C)c34)CC2)cc1	-2.03
-11.8	-0.96	Cc1ccc(C)c(NC(=S)NCCc2ccc(F)cc2)c1	-0.7
16.7	1.19	O=C(NCCCn1ccnc1)c1ccccc1NS(=O)(=O)c1ccc(F)c(F)c1	0.94
-12.3	-0.93	CCOc1ccccc1NS(=O)(=O)c1ccc(Br)s1	0.04
15.6	0.19	O=C(COC(=O)CN1C(=O)C(=O)c2ccccc21)OCN1C(=O)c2ccccc2C1=O	-1.09
57.9	.	S=C(NCc1cccs1)Nc1cccc2ccccc12	.
45.2	-0.79	Cc1c(C(=O)NCCSc2ccc(Cl)cc2)cccc1[N+](=O)[O-]	-1.16
-34.4	0.42	O=C(O)Cn1cc(C(=S)N2CCOCC2)c2ccccc21	0.6
.	-1.54	COc1ccc(-c2csc3nc(-c4ccccc4F)oc(=O)c23)cc1OC	-1
-12.5	-0.31	CCOC(=O)c1c(C)[nH]c(C(=O)OCC(=O)Nc2cc(C)ccc2OC)c1C	1.13
26.7	.	CN(CC(=O)N1CCN(c2ncccn2)CC1)S(=O)(=O)c1ccc(Cl)cc1	.
15.4	-0.49	O=C(CN1CCOCC1)Nc1nc2cc([N+](=O)[O-])ccc2s1	-1.3
7.0	.	CS(=O)(=O)n1nc(NCc2cccs2)nc1NCc1cccs1	.
0.0	.	COC(=O)C1=CN(CCOC23CC4CC(CC(C4)C2)C3)C=C(C(=O)OC)C1c1ccsc1	.
-7.1	1.75	CCOC(=O)CCc1n[nH]c(=O)[nH]c1=O	2.66
.	-0.1	O=C(Cn1cc2c(n1)CCCC2)NCCCN1CCN(Cc2ccccc2)CC1	-0.54
33.3	-1.39	Cc1ccc(N2C(=O)C(NC(=O)c3ccccc3)(C(F)(F)F)C3=C2CC(C)(C)CC3=O)cc1 (stereo not given)	-1.87
0.0	0.9	COc1ccc(CCNC(=O)c2c(C)cc(=O)oc2C)cc1OC	-0.47
.	0.48	O=C1CNC(=O)/C1=C\N1CCN(C(c2ccccc2)c2ccccc2)CC1	0.03
.	0.92	C#CCNc1cc(C)nc2ncnn12	0.72

From PubChem

This is a subset; count on the stated rates, not on these rows.
